# Epigenetic reg: derepresses silenced GFP reporter in murine cells; murine LDR cells, GFP reporter derepression, 30 h; Potency, µM (highest dose often 53.9 µM), for the others: at the top dose GFP activation, hits mostly activators; 280,000 tested, 0.2% active; also: potency is read from the fitted curve at half-maximal effect; % of control where 0% means no effect; nearly all actives have a fitted effect of over 60% in size
#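 Derepression of a silenced CMV-GFP reporter in murine LDR cells is scored by enumerating GFP-positive cells with a laser-scanning microplate cytometer after 30 hours of treatment at 37 C.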
# L3MBTL1 inh: L3MBTL1 (human) inhibition; Q9Y468; AlphaScreen L3MBTL1–H3K9me1 peptide binding; Potency, µM (highest dose often 57.1 µM), for inactives: at the highest dose activity, negative = inhibition, most hits filed as inhibitors; 230,000 tested, 0.66% active; AID 485360; also: potency is read from the fitted curve at half-maximal effect; % is scaled to controls: 0 for no effect and ±100 for the full control effect; nearly all actives have a fitted effect of over 60% in size
# Target sequence (Q9Y468 whole entry, looked up): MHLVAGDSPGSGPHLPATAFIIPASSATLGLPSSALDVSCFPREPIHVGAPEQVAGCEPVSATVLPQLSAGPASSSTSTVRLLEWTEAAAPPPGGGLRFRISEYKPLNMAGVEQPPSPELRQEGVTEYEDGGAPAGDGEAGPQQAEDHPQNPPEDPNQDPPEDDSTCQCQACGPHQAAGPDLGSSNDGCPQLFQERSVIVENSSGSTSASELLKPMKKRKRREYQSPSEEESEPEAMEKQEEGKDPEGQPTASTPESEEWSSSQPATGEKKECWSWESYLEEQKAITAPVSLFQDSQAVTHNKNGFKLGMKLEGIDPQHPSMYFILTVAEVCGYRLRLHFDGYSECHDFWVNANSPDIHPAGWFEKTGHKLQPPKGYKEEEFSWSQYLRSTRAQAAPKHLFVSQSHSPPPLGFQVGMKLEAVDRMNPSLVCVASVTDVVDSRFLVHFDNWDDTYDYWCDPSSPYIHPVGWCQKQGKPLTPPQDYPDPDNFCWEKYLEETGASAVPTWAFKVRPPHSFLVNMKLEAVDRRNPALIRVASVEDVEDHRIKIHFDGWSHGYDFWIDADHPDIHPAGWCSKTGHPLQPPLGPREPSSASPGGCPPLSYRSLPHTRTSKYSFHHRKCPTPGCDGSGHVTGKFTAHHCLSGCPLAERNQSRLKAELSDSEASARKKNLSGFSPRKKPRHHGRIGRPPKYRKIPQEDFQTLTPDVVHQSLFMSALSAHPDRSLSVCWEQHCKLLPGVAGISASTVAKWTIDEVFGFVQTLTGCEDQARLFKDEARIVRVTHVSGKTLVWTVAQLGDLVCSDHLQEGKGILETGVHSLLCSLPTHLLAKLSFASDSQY
#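 L3MBTL1 50 nM + b-AHA-H3(1-15)K9me1 75 nM, 30 min RT; compound added, 30 min RT; streptavidin donor/Ni-chelate acceptor beads 10 ug/mL each final, 30 min RT dark; AlphaScreen read.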
# NPSR antagonist: antagonists of human neuropeptide S receptor cAMP signaling. Q6W5P4. CHO-NPSR cells, cAMP TR-FRET, antagonist mode. Potency, µM (series often up to 38.3 µM), inactives show at the top dose activity change, negative = inhibition, usual class: inhibitors. 220,000 tested, 1% active; also: potency is read from the fitted curve at half-maximal effect; % is scaled to controls: 0 for no effect and ±100 for the full control effect; nearly all actives have a fitted effect of over 50% in size; many of its hits are not listed in these tables
# KinaseGlo FLuc: blocks Kinase-Glo luciferase, a counter-screen artifact | Q27757 | Kinase-Glo luciferase, ATP luminescence, 8 min | Potency, µM (doses to about 38.3 µM), without a hit: at the top dose activity change, negative = inhibition, hits mostly inhibitors | 200,000 tested, 0.28% active | AID 1379; also: potency is read from the fitted curve at half-maximal effect; % is scaled to controls: 0 for no effect and ±100 for the full control effect; nearly all actives have a fitted effect of over 60% in size
#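 Compound is pinned into ATP-containing buffer (10 uM ATP, imidazole pH 7.2, 7 mM MgCl2). Kinase-Glo luciferase reagent is then added. Light output is recorded following an 8-min room-temperature incubation.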
# IMPase Li inh: membrane-permeable IMPase blocker, potentiated with lithium | 210,000 tested, 0.35% active | CHO-M1 cells, IP1 TR-FRET (IP-One), carbachol + lithium | Potency, µM (top dose mostly 59.4 µM), without a hit: at the highest dose activity, negative = IMPase inhibition, usual class: inhibitors;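 also: IP1 builds up when IMPase is blocked and the TR-FRET signal falls; potency is read from the fitted curve at half-maximal effect; plate controls were basal vehicle for no effect and high inhibitor control for full effect; nearly all actives have a fitted effect of over 50% in size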
#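 Concentration–response in CHO-M1 cells, lithium-potentiated; 30 min at 37C. IP1 detected by competitive TR-FRET after 10 min lysis at RT. Hill-fitted AC50.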
# HttQ103 aggreg: mutant huntingtin aggregation inhibition | PC12 HttQ103-GFP aggregates, Acumen cytometry, 40 h | Potency, µM (top dose mostly 46.1 µM), inactives show at the top dose activity change, negative = inhibition, actives largely listed as inhibitors | 220,000 tested, 1.1% active; also: potency is read from the fitted curve at half-maximal effect; % is scaled to controls: 0 for no effect and ±100 for the full control effect; nearly all actives have a fitted effect of over 60% in size
#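 Aggregate formation scored by laser-scanning cytometer (488 excitation, 500–530 emission) in lysed PC12 cells expressing Q103-GFP after 100 nM tebufenozide induction; library tested in dose series, with ATPLite reagent added in the multiplex.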
# CBFb-RUNX1 inh: inhibitors of human CBF-beta and RUNX1 interaction. Q01196+Q13951. AlphaScreen CBFb-His/RUNX1-biotin binding, biochemical. Potency, µM (doses to about 59.8 µM), inactives show top-dose activity, negative = inhibition, usual class: inhibitors. 230,000 tested, under 10 active; also: % of control where 0% means no effect
#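 Inhibition was taken as any reduction in AlphaScreen signal from the CBF-beta–RUNX1 pair (His and biotin tags, 30 nM each), measured after compound (15 min) and bead (90 min) incubations at room temperature.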
# Active calls of the source: *; ? = inconclusive; / = no result given; & = joins results of further samples; [ ] = dose if it differs, or a comment. Calls follow the shape of the dose curve; as a rule, active = well fitted curve in the direction sought with a large enough effect; inconclusive = small, poorly fitted or top-dose-only effect, or another doubt; inactive = no such curve, though single readings can be large; an effect the other way counts as inactive or inconclusive. A portion of the library, so the mix of outcomes need not match the whole.
# Sequence of screens – Epigenetic reg, L3MBTL1 inh, NPSR antagonist, KinaseGlo FLuc, IMPase Li inh, HttQ103 aggreg, CBFb-RUNX1 inh
O=C(c1cc([N+](=O)[O-])cc([N+](=O)[O-])c1)N1CCOCC1
    0.0%, 9%, 17%[46.1 µM], 3%, 5%, 23%, -5%
NC(=O)CSc1nnc(Cc2csc(Nc3ccccc3)n2)n1Cc1ccccc1
    -9.3%, -10%, -11%[46.1 µM], /, /, -4%, -3%
S=C(Nc1ccc(Oc2ccccc2)cc1)NC1CCCCC1
    0.1%, -12%, -14%[46.1 µM], -3%, 23%, ?, -5%
COc1cc(C(=O)N/N=C/c2cc([N+](=O)[O-])cs2)cc(OC)c1OC
    -4.8%, 0%, -1%, 1%, 4%, -19%, -10%
CCc1ccc(NC(=O)C(=O)NCCOc2ccccc2Cl)cc1
    1.1%, /, -25%, -4%, 7%, -7%, 8%
CCOc1ccc(N2CC(C(=O)Nc3ccc(F)cc3F)CC2=O)cc1 (configuration not stated)
    -2.9%, 32%[activator], -23%[46.1 µM], -2%, -21%[38.3 µM], -14%, 10%
Cc1cc(C(=O)N2CCN(C(c3ccccc3)c3ccccc3)CC2)no1
    -0.9%, 5%, -18%[46.1 µM], 4%, 10%, -2%, 5%
COc1cc(C2CC(=O)Nc3c2c(=O)nc2c(C)cccn32)cc(OC)c1OC (configuration not stated)
    -1.4%&-1.1%, /, 21%, -2%, -5%, 13%, 4%
COc1ccc(-c2onc(C)c2-c2ccc3c(c2)OCCO3)c(O)c1
    6.3%, -12%, -31%, 1%, -8%, -16%, -15%
Cc1ccc2nc3c(cc(C(=O)NCc4ccco4)c(=N)n3Cc3ccco3)c(=O)n2c1
    3.5%, -17%, -27%, -5%, 26%, 23%[9.22 µM], -4%
CN(C)CCCNc1nc(-c2ccccc2)c2c(c1C#N)CC(C)(C)OC2
    1.5%, -23%, 12%, /, /, -3%[9.22 µM], 3%
O=C(NCc1ccc2c(c1)OCO2)c1ccc(Cl)s1
    -1.4%, 1%, -6%, -5%, 8%, 9%, 7%
Cc1ccn2c(CNCCn3nc(C)cc3C)c(C(=O)N3CCCCCC3)nc2c1
    8.8%, 8%, 3%, 0%, 4%, -3%[9.22 µM], 7%
CCN(C(=O)COC(=O)c1[nH]c(C)c(C(C)=O)c1C)C1CCS(=O)(=O)C1 (configuration not stated)
    0.0%, -9%, -6%[46.1 µM], 0%, -26%[38.3 µM], -5%, 1%
O=C(CCOc1ccccc1)OCC(=O)c1cc2ccccc2o1
    0.0%, 7%, 2%[46.1 µM], 0%, 5%[38.3 µM], -10%, 6%
Cc1ccc(NC(=O)c2ccc(OC(=O)c3cc4ccccc4o3)cc2)cc1
    -11%, /, -9%[46.1 µM], -1%, 26%[38.3 µM], -4%, 2%
COc1ccccc1-n1c(SCC(=O)O)nnc1-c1ccc(S(=O)(=O)N2CCCCC2)cc1
    0.0%, /, -6%[46.1 µM], -3%, 24%[38.3 µM], -17%, 5%
CN(C)c1nc(Nc2ccccc2)nc(Oc2ccc(=O)[nH]n2)n1
    -2.3%, 8%, -1%[46.1 µM], -1%, 1%, -16%, 4%
CCCCN(C)C(=O)CSc1nc(NCc2ccc(OC)cc2)c2ccccc2n1
    -1.7%, -1%, ?, 13%, -13%[38.3 µM], 18%, 1%
CCCCOC(=O)c1ccc(NC(=O)c2c(Cl)ccc(Cl)c2OC)cc1
    -1.6%, 10%, -31%, 3%, 24%, 8%, 12%
CC(=O)Nc1ccc(SCC(=O)Nc2cc(C(C)(C)C)nn2-c2ccccc2)cc1
    0.0%, -8%, 4%, -1%, 25%, -2%, -1%
Cc1ccc(C(=O)CSc2nc(C)cc(=O)[nH]2)cc1
    1.9%, 7%, -8%[46.1 µM], -1%, -9%[38.3 µM], 6%, 3%
Cc1ccc(CNC(=O)c2ccc(N3CCc4ccccc43)c([N+](=O)[O-])c2)cc1
    0.9%, ?, -30%, -6%, 17%, -25%, /
CN(CC(=O)Nc1nccs1)S(=O)(=O)c1ccc(F)cc1
    0.0%, 6%, 1%[46.1 µM], -1%, 20%[38.3 µM], 8%, 7%
CC1(C)CC(=O)C/C(=N\NC(=O)CCc2ccc(S(=O)(=O)N3CCOCC3)cc2)C1
    -1.2%, 9%, 7%, 4%, 2%, 7%, 5%
CS(=O)(=O)N1CCC(C(=O)Nc2ccc3c(c2)OCO3)CC1
    -9.9%, /, 6%[46.1 µM], -1%, 15%[38.3 µM], 1%, 3%
COc1cc(/C=N/NC(=S)Nc2cccc(C(=O)O)c2)cc(OC)c1OC
    0.2%, -1%, -9%[46.1 µM], 0%, -3%, 21%, -3%
CCN(CC)S(=O)(=O)c1cccc(C(=O)N2CC(O)CC2C(=O)O)c1 (configuration not stated)
    1.1%, 2%, 6%[46.1 µM], 0%, 16%[38.3 µM], -4%, 9%
O=C(C1=C[C@@H](C2CC2)C[C@@H](OCc2ccc(CO)cc2)O1)N1CCOCC1
    -6.2%, 19%, -10%, /, 5%, -12%[9.22 µM], 15%
CCOC(=O)c1ccc(N2C(=O)c3n[nH]c(C)c3C2c2ccc(OC)cc2OC)cc1 (configuration not stated)
    -1.0%, -22%, -33%, 0%, 17%, 18%, -11%
O=C(O)c1ccccc1SC1CC(=O)N(c2ccccc2)C1=O (configuration not stated)
    1.0%, -1%, 27%, 2%, 0%, 16%, -9%
CC(=O)NCCCc1nc2ccccc2n1Cc1ccccc1F
    3.0%, /, 19%, /, /, -21%[9.22 µM], 5%
O=Cc1cc(N=Nc2ccccc2Cl)ccc1O
    -1.3%, ?, ?, -1%, 7%, -7%[9.22 µM], ?
COc1ccc(OC)c(NC(=O)C(C)Oc2ccc(Br)cc2)c1 (configuration not stated)
    2.3%, 13%, -29%, -3%, 15%, -1%, 8%
COc1ccc(-c2nc(CS(=O)CC(=O)N3CCCC3)c(C)o2)cc1 (configuration not stated)
    -0.8%, -1%, -15%[46.1 µM], 0%, 17%[38.3 µM], -7%, -3%
O=C(N/N=C/c1sc(N2CCCCC2)nc1-c1cccs1)c1cccnc1
    5.9%, -13%[11.4 µM], -42%, -4%, 9%, -26%, ?
CS(=O)(=O)N(CC(=O)NCCSc1ccccn1)c1cccc2ccccc12
    0.0%, 3%, 8%, 2%, 3%, 7%, -14%
CCOC(=O)N1CCN(C(=O)c2ccc3c(SCC(=O)O)c4c(nc3c2)CCC4)CC1
    1.4%, /, -4%[46.1 µM], 2%, -2%[38.3 µM], 9%, -2%
CC(C)(C)NC(=O)C(c1ccccn1)N(C(=O)c1csnn1)C1CCCC1 (configuration not stated)
    -1.1%, /, 7%, /, /, -1%[9.22 µM], 8%
Oc1ccccc1/C=N/n1c2ccccc2c2ccccc21
    -1.1%, -4%, -1%[46.1 µM], 8%, -5%[38.3 µM], -8%, -2%
COc1cc(/C=N/NC(=S)Nc2cccc(Cl)c2C)ccc1OCC(=O)N1CC(C)OC(C)C1 (configuration not stated)
    1.1%, -14%, -21%, 0%, -8%, -8%, -18%
CC(C)CNS(=O)(=O)c1cc(C(=O)N2CC(C)OC(C)C2)c(Cl)cc1Cl (configuration not stated)
    0.0%, -3%, -2%[46.1 µM], -2%, 6%[38.3 µM], 3%, 2%
CCOC(=O)c1c(NC(=O)CNCCO)sc(C)c1C
    -4.2%, -1%, -8%[46.1 µM], /, /, -5%, 1%
Nn1c(SCc2nc3ccccc3[nH]2)nnc1-c1ccccc1
    1.2%, 2%, -4%[46.1 µM], -3%, -10%[38.3 µM], 1%, 0%
CC(C)=CCC/C(C)=C/CC/C(C)=C/CC/C(C)=C/CC1=C(C)C(=O)c2ccccc2C1=O
    2.4%, /, -8%, /, /, 9%[9.22 µM], 3%
N#Cc1ccccc1NC(=O)CSc1nnc(-c2ccccc2)n1-c1ccccc1
    0.9%, 1%, -14%[46.1 µM], -2%, 14%[38.3 µM], -6%, 0%
CC1CC(CC(=O)NC(=S)Nc2ccccc2Cl)C(=O)O1 (configuration not stated)
    -0.8%[10.1 µM], -5%, -5%, 2%, -1%, 6%[9.22 µM], -2%
CSc1ncc(CN2CCc3c([nH]c4ccccc34)C2c2cccc(C)n2)cn1 (configuration not stated)
    0.0%, ?, -27%, /, /, -13%[9.22 µM], -11%
OC(COCC1COc2ccccc2O1)CN1CCc2ccccc2C1 (configuration not stated)
    4.2%, 7%, -8%[46.1 µM], -2%, 10%[38.3 µM], 14%, -9%
Cc1noc(NS(=O)(=O)c2ccc(NC(=O)c3cc(-c4ccccc4Cl)nc4ccccc34)cc2)c1C
    -1.4%, -19%, -9%, 2%, 3%, -1%, -6%
CCOc1cc(C)c(C(C)C)cc1S(=O)(=O)N1CCN(C)CC1
    -1.1%, /, -1%[46.1 µM], 0%, 18%[38.3 µM], -4%, 2%
Cc1cc(C)cc(Oc2nc3ccccn3c(=O)c2/C=C(\C#N)C(=O)NC2CCS(=O)(=O)C2)c1 (configuration not stated)
    2.1%, 6%, -24%, /, /, -13%[9.22 µM], 4%
CCOCCOCCC(C(=O)O)P(=O)(c1ccccc1)c1ccccc1 (configuration not stated)
    -1.0%, /, 3%[46.1 µM], -2%, -1%[38.3 µM], -3%, 9%
O=C1c2ccccc2C2=Nc3ccccc3SC(c3cccc(F)c3)C12 (configuration not stated)
    1.0%, -29%, ?, -1%, 6%, ?, /
O=C(CN1CCN(C(=O)c2ccco2)CC1)Nc1ccccc1-c1ccccc1
    1.7%, 3%, -12%[46.1 µM], 0%, 6%[38.3 µM], -2%, -10%
CC(=O)C1=C(C)Nc2ncnn2C1c1ccccc1Cl (configuration not stated)
    -1.0%, 4%, -6%[46.1 µM], /, /, 6%, 0%
CCN(CC)S(=O)(=O)c1cccc(C(=O)Nc2cccc(C)c2)c1
    -3.1%, /, -3%[46.1 µM], -3%, 17%[38.3 µM], 4%, -3%

# 4 of these compounds in a different format.
compound | Epigenetic reg | L3MBTL1 inh | NPSR antagonist | KinaseGlo FLuc | IMPase Li inh | HttQ103 aggreg | CBFb-RUNX1 inh
CC1CC(CC(=O)NC(=S)Nc2ccccc2Cl)C(=O)O1 (configuration not stated) | -0.8%[10.1 µM] | -5% | -5% | 2% | -1% | 6%[9.22 µM] | -2%
CSc1ncc(CN2CCc3c([nH]c4ccccc34)C2c2cccc(C)n2)cn1 (configuration not stated) | 0.0% | ? | -27% | / | / | -13%[9.22 µM] | -11%
OC(COCC1COc2ccccc2O1)CN1CCc2ccccc2C1 (configuration not stated) | 4.2% | 7% | -8%[46.1 µM] | -2% | 10%[38.3 µM] | 14% | -9%
Cc1noc(NS(=O)(=O)c2ccc(NC(=O)c3cc(-c4ccccc4Cl)nc4ccccc34)cc2)c1C | -1.4% | -19% | -9% | 2% | 3% | -1% | -6%

# Bioassay records from PubChem.
